# CIT2 TOR yeast: alters CIT2-GFP fluorescence in TOR pathway yeast screen. GFP response vs DMSO, % at 10 µM. S. cerevisiae CIT2-GFP strain, flow cytometry, 3 h; 100 means same as DMSO wells. 0.065% of 320,000 active. AID 2029;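 active = GFP response relative to DMSO above a set limit, near the screen mean plus 3 SD, cut at about 150% in these data; inconclusive = Fewer than 70 cells measured for a yeast strain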;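 also: ratio of well median GFP fluorescence to mean of DMSO wells on the plate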
# AGP1-GFP MLPCN: yeast TOR pathway AGP1-GFP modulation. GFP response vs DMSO, % at 10 µM. 0.02% of 320,000 active. S. cerevisiae AGP1-GFP multiplex flow cytometry, 3 h; GFP as percent of DMSO wells;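 active = GFP response relative to DMSO above a set limit, near screen average plus 3 SD, cut at about 150% in these data; inconclusive = fewer than 70 cells counted for the yeast strain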;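 also: median GFP channel fluorescence of the gated AGP1 strain per well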
# VLA-4 inh: inhibition in a human VLA-4 binding assay; P13612; 0.2% of 330,000 active; inhibition, % (about 7 µM as worked out from the volumes in the protocol); VLA-4 expressing cells, ligand binding flow cytometry; in the data active = inhibition above about 50%
# GLD-1 RNA inh: GLD-1-TGE RNA interaction inhibition (C. elegans); AID 2280; 0.44% of 320,000 active; purified GLD-1 + fluorescein TGE RNA, fluorescence polarization; Q17339; inhibition, % at 5.96 µM;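 active = percent inhibition above a per-plate cutoff, the plate mean of test compounds plus 3 SD, cut at about 30% in these data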;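 also: 0% = DMSO wells with GLD-1 and probe and 100% = wells lacking GLD-1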
# Target sequence (Q17339 whole entry, looked up): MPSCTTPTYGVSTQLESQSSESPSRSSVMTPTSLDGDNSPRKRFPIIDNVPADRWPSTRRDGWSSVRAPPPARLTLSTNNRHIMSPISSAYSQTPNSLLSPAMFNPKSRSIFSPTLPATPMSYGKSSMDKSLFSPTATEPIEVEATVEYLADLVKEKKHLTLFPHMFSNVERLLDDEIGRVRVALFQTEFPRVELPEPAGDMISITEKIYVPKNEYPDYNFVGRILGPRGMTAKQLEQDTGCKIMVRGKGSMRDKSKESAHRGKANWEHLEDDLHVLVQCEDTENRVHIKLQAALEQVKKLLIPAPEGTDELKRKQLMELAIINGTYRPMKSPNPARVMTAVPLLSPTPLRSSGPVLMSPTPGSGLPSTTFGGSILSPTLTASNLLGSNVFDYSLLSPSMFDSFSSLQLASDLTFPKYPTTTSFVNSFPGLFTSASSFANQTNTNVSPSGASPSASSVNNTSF
# MCL1 BIM primary: inhibitors of human MCL1 binding to BIM-BH3 peptide; GST-MCL1 / FITC-Bim-BH3 fluorescence polarization; 0.68% of 320,000 active; AID 2057; Q07820; inhibition, % at 10.9 µM;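 active = inhibition above the mean inhibition of all tested compounds plus 3 SD, set per campaign, cut at about 40% in these data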;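 also: 0% = DMSO wells and 100% = unlabeled Bim-BH3 peptide control; higher means more loss of mP so more displacement of Bim peptide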
# Target sequence (Q07820 whole entry, looked up): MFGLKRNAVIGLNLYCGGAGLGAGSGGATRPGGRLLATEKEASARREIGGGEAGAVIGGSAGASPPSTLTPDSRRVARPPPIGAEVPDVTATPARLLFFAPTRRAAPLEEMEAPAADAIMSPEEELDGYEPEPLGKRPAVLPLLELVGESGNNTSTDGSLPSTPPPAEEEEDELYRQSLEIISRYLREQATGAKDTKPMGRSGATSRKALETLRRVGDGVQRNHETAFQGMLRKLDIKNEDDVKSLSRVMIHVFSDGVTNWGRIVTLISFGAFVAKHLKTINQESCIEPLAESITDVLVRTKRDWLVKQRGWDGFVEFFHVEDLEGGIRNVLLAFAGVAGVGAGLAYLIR
# Bcl-xL primary: Bcl-xL (human) inhibition; AID 2129; inhibition, % at 10.9 µM; GST-Bcl-xL / FITC-Bim BH3 peptide fluorescence polarization; Q07817; 0.7% of 320,000 active;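 active = inhibition above the mean of all tested compounds plus 3 SD, cutoff set per campaign, cut at about 30% in these data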;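 also: 0% = DMSO wells and 100% = unlabeled Bim-BH3 peptide competitor; inhibitors lower millipolarization by displacing the labeled peptide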
# Target sequence (Q07817 whole entry, looked up): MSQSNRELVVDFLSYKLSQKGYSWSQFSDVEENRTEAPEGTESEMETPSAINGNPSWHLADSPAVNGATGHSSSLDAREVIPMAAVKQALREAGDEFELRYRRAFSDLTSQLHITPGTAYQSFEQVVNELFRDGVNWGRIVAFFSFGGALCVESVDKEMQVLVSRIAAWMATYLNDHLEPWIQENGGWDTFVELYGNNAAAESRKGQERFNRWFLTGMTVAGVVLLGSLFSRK
# Fam108B counter: counter-screen for RBBP9 inhibitors: inhibitors of mouse Fam108B. recombinant Fam108B, FP-Rh probe fluorescence polarization. 0.33% of 300,000 active. AID 1947. inhibition, % at 9.51 µM;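 active = inhibition above the screen mean inhibition plus 3 SD, computed separately per campaign, cut at about 18% in these data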;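 also: inhibitors lower polarization as less probe binds the enzyme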
# GRK2 inh: blocks RNA aptamer binding to human GRK2 | P25098 | bead flow cytometry, FAM-aptamer displacement from GRK2 | inhibition of aptamer binding, % at 10 µM | 0.59% of 330,000 active | AID 488847;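 active = inhibition of aptamer binding above 40%, roughly 3 SD of noise, on plates passing a quality check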;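 also: median bead fluorescence of bound FAM aptamer so fluorescent compounds give negative values; no value below 0 was filed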
# MEX-5 binding: C. elegans MEX-5 TCR-2 RNA binding activity; 0.38% of 300,000 active; activity score (negative = inhibition of binding), % at 10 µM; MEX-5/FITC-TCR2 RNA binding, fluorescence polarization; hits give low values; AID 1832; Q9XUB2;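 active = inhibition past about -25% in most replicates, and total fluorescence under double the plate's negative control median, limit read from the data; inconclusive = replicates evenly split on the limit, or fluorescence at least double controls; inactive = too little inhibition in most replicates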;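 also: 0% = DMSO and -100% = 5 µM competing unlabeled TCR2 RNA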
# Starred values were filed as active, the others as inactive; ? = inconclusive; · = no result given; & = joins results of further samples; [ ] = another dose, or the depositor's remark.
SMILES,CIT2 TOR yeast,AGP1-GFP MLPCN,VLA-4 inh,GLD-1 RNA inh,MCL1 BIM primary,Bcl-xL primary,Fam108B counter,GRK2 inh,MEX-5 binding
COC(=O)CCC(=O)OC1(C)C(=O)C2=CN(CCCOC(C)C)C(c3ccc(OC)cc3)=CC2=C(Br)C1=O (stereo unspecified),102,102,-29,26,45*,42*,1,12,?
Cc1nnc(-c2cnn(C)c2N)n1Cc1ccc(Cl)cc1,102,101,-1,0,1,2,1,0,-2.2
COc1ccc(OC)c(NC(=O)CC2(CC(=O)O)CCCC2)c1,106,103,-1,4,-2,3,2,0,2.8
CCCCn1c(N)c(N(CC(C)C)C(=O)c2oc3ccc(OCC)cc3c2C)c(=O)[nH]c1=O,111,100,-8,2,-5,-3,-2,0,0.8
CC1CCC(NC(=O)Cn2c3c(c(-c4ccccc4Cl)cc2=O)CCC3)CC1 (stereo unspecified),112,106,6,1,3,6,1,0,-2.9
Cn1c(CC(=O)Nc2cccc(Cl)c2Cl)nnc1SCC(=O)NC1=NCCS1,94,100,-4,3,-4,1,1,0,-1.2
CCOC(=O)CC(Nc1nc(N2CCOCC2)nc(N2CCOCC2)n1)c1ccccc1Cl (stereo unspecified),95,103,8,3,-4,4,4,0,·
C=CCNC(=O)c1c(Cl)cccc1Cl,94,91,6,16,-8,-6,4,5,-3.2
CCN(CCO)C(=O)CC1C(=O)NCCN1Cc1c(F)cccc1Cl (stereo unspecified),104,92,18,5,3,5,0,1,0.3
O=C(C(=O)N1CCCCC1)c1cn(CC(=O)N2CCCCCC2)c2ccccc12,103,94,-10,9,4,7,2,0,-6.3
COC(=O)CC1C(=O)NCCN1C(=O)c1ccc2oc(C(C)C)nc2c1 (stereo unspecified),102,99,10,4,-2,5,-2,3,0.3
COc1c(C)cc(C(=O)C2CCCN(C(=O)c3csc(C)n3)C2)cc1C (stereo unspecified),104,109,-113,0,-3,-4,1,0,0.6
O=C(OCc1nnc(-c2cccs2)o1)c1cccnc1Cl,119,115,7,-3,-4,-2,·,0,·
Cc1cc(OCC(=O)NC2CC(C)(C)NC(C)(C)C2)c2c(C)cc(=O)oc2c1,101,93,25,-6,-4,7,3,2,0.4
CC(CCc1ccco1)NC(=O)Nc1cccc(F)c1 (stereo unspecified),97,100,7,0,-3,2,-3,0,4.9
CCCCNc1nc2c(c(=O)n(C)c(=O)n2C)n1CCC,99,104,31,1,6,5,0,4,0.5
CCc1ccccc1NC(=O)c1ccc(Cn2cc([N+](=O)[O-])cn2)cc1,99,101,12,1,-3,-1,-5,1,0.1
CCN(CC)S(=O)(=O)c1ccc(C(=O)NC(=S)N(CCO)Cc2ccccc2)cc1,102,102,8,6,10,14,-5,3,0.7
COC(=O)COc1ccc(Cl)cc1C1Nc2ccccc2C(=O)N1c1ccc(OC)cc1 (stereo unspecified),71,78,21,-3,-1,3,3,0,0.0
O=C(O)c1cn(Cc2ccccc2Cl)c2ccc(S(=O)(=O)N3CCOCC3)cc2c1=O,106,104,-5,-1,12,9,-2,0,-0.9
Cc1cc(C)cc(C(=O)N(c2ccccn2)C(C)c2ccco2)c1 (stereo unspecified),·,99,0,12,-4,-3,-2,0,1.2
CC(C)COc1ccc(C(=O)Nc2ccc([N+](=O)[O-])cc2)cc1,103,104,14,2,3,7,-1,2,-1.4
CCCOc1ccc(/C=C/C(=O)NC2CCCCC2)cc1OC,103,102,9,2,2,-3,5,1,-1.3
CC1CN(CC(=O)Nc2nc3ccccc3s2)CC(C)O1 (stereo unspecified),104,92,-3,-2,1,-1,-2,0,0.8
O=C(Nc1cccc2ncccc12)c1ccc(OCc2ccccc2)cc1,84,90,6,6,3,0,-2,1,-1.4
Cn1c(=S)oc2ccccc21,94,101,14,2,-1,3,0,·,-1.3
O=C(NCCc1ccccc1)c1c[nH]c2c(F)cccc2c1=O,97,100,3,-6,4,-1,-3,0,0.0
O=C(OCC(=O)N1CCCC1=O)c1nc(Cl)c(Cl)c(Cl)c1Cl,83,110,-19,11,12,4,0,16,0.3
Cc1csc(CN(C)C(=O)CC2C(=O)NCCN2CC(C)(C)C)n1 (stereo unspecified),·,103,8,19,32,27,0,0,-4.3
CN(C)S(=O)(=O)N(Cc1ccc(Br)cc1)c1ccccc1,109,·,2,4,-7,-4,4,2,0.2

# Given with values under each structure: part of the list above
# Each structure is followed by: CIT2 TOR yeast | AGP1-GFP MLPCN | VLA-4 inh | GLD-1 RNA inh | MCL1 BIM primary | Bcl-xL primary | Fam108B counter | GRK2 inh | MEX-5 binding
> CCN(CC)S(=O)(=O)c1ccc(C(=O)NC(=S)N(CCO)Cc2ccccc2)cc1
    102 | 102 | 8 | 6 | 10 | 14 | -5 | 3 | 0.7
> CCc1ccccc1NC(=O)c1ccc(Cn2cc([N+](=O)[O-])cn2)cc1
    99 | 101 | 12 | 1 | -3 | -1 | -5 | 1 | 0.1
> COc1c(C)cc(C(=O)C2CCCN(C(=O)c3csc(C)n3)C2)cc1C (stereo unspecified)
    104 | 109 | -113 | 0 | -3 | -4 | 1 | 0 | 0.6
> CC1CCC(NC(=O)Cn2c3c(c(-c4ccccc4Cl)cc2=O)CCC3)CC1 (stereo unspecified)
    112 | 106 | 6 | 1 | 3 | 6 | 1 | 0 | -2.9

# The list continues:
SMILES,CIT2 TOR yeast,AGP1-GFP MLPCN,VLA-4 inh,GLD-1 RNA inh,MCL1 BIM primary,Bcl-xL primary,Fam108B counter,GRK2 inh,MEX-5 binding
COc1cc(/C=C/c2cccc[n+]2C)ccc1OCC(=O)Nc1cccc(Cl)c1,99,95,5,-3,-19,-13,0,0,-1.0
Cc1ccc2c(c1)C1CN(C)CCC1N2C(=O)COc1ccccc1F (stereo unspecified),79,102,-3,-7,-7,-4,-2,0,1.2
COc1cc(NC(=S)NNC(=O)CC(C)C)c(OC)cc1Cl,100,96,3,-17,2,-1,-4,0,0.1
CN1CCN(CC(C)(C)NS(=O)(=O)c2ccccc2)CC1,102,102,6,2,·,·,·,3,·
CCCCSCCCNC(=O)c1cn(CC)c2ccc(S(=O)(=O)N3CCOCC3)cc2c1=O,86,95,8,-4,-1,4,-5,0,-3.0
CCOC(=O)C1=C(COC(=O)CCNS(=O)(=O)c2ccc(C)c(C)c2)NC(=O)NC1C (stereo unspecified),96,101,1,4,-16,-5,·,1,·
Cc1noc(C)c1S(=O)(=O)NCCN1CCN(c2ccccc2)CC1,83,101,7,3,6,5,-2,0,0.4
COC(=O)C1(C)NC(c2ccccc2F)C2C(=O)N(c3ccccc3)C(=O)C21 (stereo unspecified),101,100,6,-6,-2,4,5,0,-0.7
CN(C)CC(=O)Nc1ccc(S(N)(=O)=O)cc1,91,97,3,0,2,3,1,0,-2.3
O=c1[nH]c(CSc2nc(-c3ccccc3)cs2)nc2ccccc12,98,95,2,-1,-4,0,-2,0,-0.7
Cc1cccc(N=Nc2ccc(O)c3ncccc23)c1,99[may fluoresce green],102[may fluoresce green],1,-4,12,5,9,0,-1.2
CC(C)(C)c1ccccc1OCC(=O)NCCC(=O)O,·,98,-4,4,3,5,-3,0,0.2
O=c1[nH]c(CSc2nnc(-c3ccccc3)n2C2CCCCC2)nc2ccccc12,103,106,-8,-1,1,-4,-1,0,3.4
CC(C)(C)c1ccc(C(=O)NCC(=O)N2CCCCCC2)cc1,99,103,-8,-10,-4,1,-2,2,1.5
Cc1onc(-c2c(F)cccc2Cl)c1C(=O)NC1=NCCS1,94,96,·,7,0,-3,-3,0,0.9
COCC(=O)N(Cc1cc2cc(C)ccc2[nH]c1=O)c1ccccc1,101,101,1,0,-13,-1,3,1,-0.3
CN(C)C(=O)CSc1nc2ccc(C(=O)c3ccccc3)cc2[nH]1,97,103,6,4,-5,0,0,2,3.2
COc1ccc(OC)c(Nc2nc(-c3sc(NC(=O)C(C)(C)C)nc3C)cs2)c1,·,·,·,-2,1,2,6,·,-0.3
Cc1occc(=O)c1OCc1c(Cl)cccc1Cl,110,100,1,5,-2,1,4,0,-0.7
O=C(CN(C(=O)CNS(=O)(=O)c1ccccc1)c1ccc(Cl)cc1)NCC1CCCO1 (stereo unspecified),104,106,5,4,7,6,-2,0,0.3
Cc1ccc(S(=O)(=O)Nc2c(C)n(C)n(-c3ccccc3)c2=O)cc1,96&99,96&102,10&4,6&0,-4&0,5&7,-2&3,0&2,-1.5&3.6
O=C(O)c1cc(-c2ccc(Br)s2)nc2ccccc12,79,92,23,·,·,·,·,0,-1.5
O=S1(=O)C[C@@H](N2CCOCC2)[C@H](N2CCOCC2)C1,104,99,2,6,2,3,1,1,-1.2
C/C(=N\NC(=O)c1cccc(O)c1)c1cccc(NC(=O)c2ccc(F)cc2)c1,106,102,-2,-1,4,4,6,1,0.7
Cc1cccc(C)c1NC(=O)CN(C)C(=O)Cn1c(=O)cnc2ccccc21,102,95,-2,-7,-23,-2,3,0,-1.2
COc1cc(NC(=O)c2cccs2)c(OC)cc1NC(=O)CCC(=O)Nc1ccc(C)cc1,109,102,0,6,2,13,-2,1,-0.3
Cc1nnc(SCC(=O)N2CCOCC2)[nH]c1=O,103,104,-16,10,-4,0,-3,0,-2.6
COc1ccc(CC(=O)OCn2nnc3ccccc3c2=O)cc1,86,82,-22,5,5,4,1,0,2.3
N#C/C(=C\c1cn(-c2ccccc2)nc1-c1cc2ccccc2o1)c1nc2ccccc2[nH]1,105,106,-24,1,3,-1,-2,3,?
Cn1nnnc1SCc1ccccc1[N+](=O)[O-],104,101,12,6,9,4,0,0,0.9
CCOC(=O)CN(C(=O)Cn1nnc(-c2ccc(OC)cc2)n1)C(C(=O)NC1CCCC1)c1ccc(F)cc1 (stereo unspecified),100,101,3,-2,6,5,0,4,-1.3
COc1cccc(C(=O)CN2C3=NCCCN3c3ccccc32)c1,100,97,-9,0,6,6,5,0,-0.8
COc1ccc(-c2csc(CCN3N=C(C)CC3=O)n2)cc1,93,89,-11,-3,10,11,-3,0,-0.9
Cc1cc(Oc2ccc(=O)n(C)n2)nc(Oc2ccc(=O)[nH]n2)n1,92,85,-6,8,5,3,4,1,-3.3
CCOC(=O)c1[nH]c(C)c(C(=O)NCc2cccnc2)c1C,101,103,43,4,-2,-3,1,0,0.9
Cc1cccc(COCC(CC(C)C)N2CCN(C(=O)c3ccc(C(F)(F)F)cc3)CCC2=O)c1 (stereo unspecified),88,89,25,-3,-2,2,-3,2,-0.9
C/C(Cc1ccccc1)=N\NC(=O)CNC(=O)c1ccccc1F,93,98,16,4,-9,-1,0,3,2.3
Cc1nn(CCC(=O)Nc2cccc(C#N)c2)c(C)c1S(=O)(=O)N1CCCCC1,102,97,-3,-5,6,6,2,1,0.0
Cc1cccc2cncc(OCc3nnc(SC(F)F)n3C)c12,97,97,15,4,-4,-1,1,0,0.4
COc1cc(C(=O)NNC(=S)NC(=O)c2ccc(Cl)cc2)cc(OC)c1OC,111,108,15,0,19,12,-3,4,·
Cn1cc(SCC(=O)N2CCOCC2)c2ccccc21,100,103,5,1,6,1,-3,0,1.5
COc1ccc(-n2c(=O)c(CCC(=O)N3CCC(C)CC3)nc3ccccc32)cc1,93,92,-78,-5,-3,-3,·,2,·
Cc1ccc(NCC(=O)Nc2cccc(S(=O)(=O)N(C)C)c2)cc1S(=O)(=O)N1CCCCCC1,96,104,36,-3,0,1,-1,1,-2.0
COc1ccc(C)c2sc(N(CCCN(C)C)C(=O)CS(=O)(=O)c3ccc(F)cc3)nc12,92,107,13,-4,-1,2,-1,0,0.3
CCC(C)(C)NC(=O)C(c1cccs1)N(C(=O)c1ccn[nH]1)c1cccc(OC)c1 (stereo unspecified),102,103,4,3,2,0,2,2,0.3
